Screening results deposited in PubChem BioAssay by Sanford-Burnham Center for Chemical Genomics.
SENP7 inh = inhibitors of human SENP7 protease; recombinant SENP7, Z-RLRGG-aminoluciferin luminescence, 40 min; inhibition, % at 5 µM; 1.5% of 330,000 active;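 active = inhibition above about 50% at the single test dose, limit read from the data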;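 note: plate controls were DMSO with enzyme for no effect and no enzyme buffer wells for full effect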
Target sequence (Q9BQF6 706-1050 limits assumed): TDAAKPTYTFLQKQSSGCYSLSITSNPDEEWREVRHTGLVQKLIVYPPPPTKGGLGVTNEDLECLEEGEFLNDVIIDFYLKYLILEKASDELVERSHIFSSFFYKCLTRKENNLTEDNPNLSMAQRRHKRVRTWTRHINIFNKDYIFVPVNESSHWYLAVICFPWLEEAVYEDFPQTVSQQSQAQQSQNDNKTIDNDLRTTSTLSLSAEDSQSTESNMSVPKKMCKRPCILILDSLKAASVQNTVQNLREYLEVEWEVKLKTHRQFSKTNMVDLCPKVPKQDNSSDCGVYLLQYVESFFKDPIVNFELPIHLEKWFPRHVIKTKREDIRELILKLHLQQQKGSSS
HKDC1 inhibitor = HKDC1 (human) hexokinase inhibition | 0.16% of 340,000 active | Q2TB90 | AID 493160 | recombinant HKDC1, G6PDH/diaphorase resazurin coupled fluorescence | inhibition, % at 20 µM;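 active = inhibition above about 35% when tested at 20 µM, limit read from the data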;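 note: plate controls were DMSO wells with enzyme for no effect and DMSO wells lacking enzyme for full effect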
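Test system: Recombinant HKDC1 (HK5) hexokinase enzyme, produced in-house | Input: HKDC1 at 5 µg/mL | Buffer or medium: Tris pH 8.0 buffer with MgCl2, Tween-20, BSA, BME | Schedule: 90 min reaction incubation at room temperature, dark | Technique: Resazurin-to-resorufin fluorescence via G6PDH and diaphorase coupling, 525/613 nm | Controls: DMSO wells with and without enzyme mix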
PfGluPho inh = PfG6PD (Plasmodium falciparum) enzyme inhibition; PfGluPho enzyme, NADPH resazurin-diaphorase fluorescence; inhibition, % at 20 µM; 0.78% of 350,000 active;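 active = inhibition reaching at least a set limit at 20 µM in the primary screen, cut at about 59% in these data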;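 note: 0% = DMSO wells with substrate and 100% = DMSO wells lacking glucose-6-phosphate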
SENP6 block = inhibitors of human SENP6 protease; Recombinant SENP6 catalytic domain, aminoluciferin luminescence; inhibition, % at 10 µM; 1.8% of 330,000 active;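 active = inhibition above about 50% at the single tested dose, limit read from the data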;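 note: plate controls were DMSO wells with enzyme for no effect and DMSO wells lacking enzyme for full effect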
Target sequence (Q9GZR1 628-1112 limits assumed): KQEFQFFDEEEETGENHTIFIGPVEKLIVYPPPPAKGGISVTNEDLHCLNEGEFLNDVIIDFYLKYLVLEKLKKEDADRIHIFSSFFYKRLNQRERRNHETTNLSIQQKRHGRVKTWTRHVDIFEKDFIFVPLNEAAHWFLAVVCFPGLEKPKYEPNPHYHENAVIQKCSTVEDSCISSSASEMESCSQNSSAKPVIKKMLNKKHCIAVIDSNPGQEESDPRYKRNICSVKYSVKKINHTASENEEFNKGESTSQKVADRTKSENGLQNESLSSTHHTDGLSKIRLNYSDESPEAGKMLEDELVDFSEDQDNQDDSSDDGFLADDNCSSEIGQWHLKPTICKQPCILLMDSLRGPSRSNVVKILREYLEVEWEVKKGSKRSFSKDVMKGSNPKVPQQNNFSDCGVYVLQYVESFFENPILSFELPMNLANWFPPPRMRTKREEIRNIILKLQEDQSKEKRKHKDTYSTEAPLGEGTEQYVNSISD
ATG4B inh = inhibitors of human ATG4B cysteine protease. ATG4B cleavage of LC3-PLA2, NBD-HPC fluorescence, 1 h. inhibition, % at 8.33 µM. 0.51% of 340,000 active; in the data active = inhibition above about 40%
MPTP inh = blocks calcium-induced mitochondrial swelling; isolated mouse mitochondria, Ca2+ swelling absorbance, 30 min; 1.4% of 360,000 active; inhibition, % at 10 µM;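 active = inhibition of 50% or more, scaled per plate between neutral and stimulator controls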;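 note: 0% = DMSO wells given calcium and 100% = 1 mM EGTA wells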
SENP8 inh = blocks human SENP8 cleavage of Nedd8 substrate; recombinant SENP8, Nedd8 substrate fluorescence; inhibition, % at 20 µM; 0.64% of 360,000 active; Q96LD8; in the data active = inhibition mostly above about 40%, no sharp cut-off; inactive = mostly below about 27%
Target sequence (Q96LD8 whole entry, looked up): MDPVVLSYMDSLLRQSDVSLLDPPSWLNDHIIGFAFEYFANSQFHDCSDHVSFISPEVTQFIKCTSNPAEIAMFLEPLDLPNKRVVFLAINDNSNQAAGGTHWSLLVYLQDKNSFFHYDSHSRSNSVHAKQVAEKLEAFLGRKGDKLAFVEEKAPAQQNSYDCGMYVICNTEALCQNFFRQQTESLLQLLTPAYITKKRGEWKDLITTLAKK
GRIN3A LBD mod = modulators (binders) of human NR3A ligand-binding domain; Tm shift relative to glycine control, % at 25 µM; NR3A LBD differential scanning fluorimetry, Tm shift; 0% = protein alone, 100% = glycine-bound protein; 2.5% of 340,000 active;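 active = melting temperature shift of at least 10% of the positive control shift, at one fixed dose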
The depositor's hits bear a star; x = no result given.

SMILES | SENP7 inh | HKDC1 inhibitor | PfGluPho inh | SENP6 block | ATG4B inh | MPTP inh | SENP8 inh | GRIN3A LBD mod
Cc1ccc(C2SCCN2C(=O)c2ccc([N+](=O)[O-])cc2)cc1 (stereo not drawn) | -8 | -7 | -2 | 1 | 10 | -6.9 | 25 | -6
O=C(/C=C/c1ccc(Cl)cc1Cl)NCCSCc1ccccc1 | -2 | 5 | 11 | -24 | 10 | 92* | 13 | -4
O=C(CN1C(=O)S/C(=C/c2cccnc2)C1=O)N1CCOCC1 | 9 | -9 | 3 | 1 | 3 | -3.1 | 17 | -4
C=C(NS(=O)(=O)c1ccc(C)cc1)C(=O)OC | 2 | -4 | 9 | x | 1 | -0.5 | 7 | -2
Cn1c(SCC(=O)NC2CCCC2)nnc1C(F)(F)F | 1 | 1 | 1 | 7 | -1 | -0.6 | 10 | 0
NC(=S)Nc1ncc(C(F)(F)F)cc1Cl | 2 | -9 | 6 | -32 | -5 | -0.8 | 2 | -1
Cc1[nH]n(-c2ccccc2)c(=O)c1C=Nc1ccc2[nH]c(=O)[nH]c2c1 | -2 | 9 | 14 | -10 | -12 | -0.6 | 19 | 33*
Cc1cc(N2CCN(c3nc4ccccc4s3)CC2)n2ncnc2n1 | 0 | -7 | 8 | -7 | -4 | 82* | 10 | 0
Cc1cc(C(=O)N/N=C/C(Cl)=C/c2ccccc2)c(C)o1 | 53* | 4 | -8 | 49 | -3 | 13 | 21 | -3
COc1ccc(C2/C(=C(/O)c3ccc4c(c3)CC(C)O4)C(=O)C(=O)N2Cc2cccnc2)cc1 (stereo not drawn) | 4 | 1 | -27 | 9 | 2 | -0.9 | 6 | 2

Reprinted at random: 6 compounds from above, in no set order.
SMILES | SENP7 inh | HKDC1 inhibitor | PfGluPho inh | SENP6 block | ATG4B inh | MPTP inh | SENP8 inh | GRIN3A LBD mod
C=C(NS(=O)(=O)c1ccc(C)cc1)C(=O)OC | 2 | -4 | 9 | x | 1 | -0.5 | 7 | -2
Cc1ccc(C2SCCN2C(=O)c2ccc([N+](=O)[O-])cc2)cc1 (stereo not drawn) | -8 | -7 | -2 | 1 | 10 | -6.9 | 25 | -6
O=C(/C=C/c1ccc(Cl)cc1Cl)NCCSCc1ccccc1 | -2 | 5 | 11 | -24 | 10 | 92* | 13 | -4
NC(=S)Nc1ncc(C(F)(F)F)cc1Cl | 2 | -9 | 6 | -32 | -5 | -0.8 | 2 | -1
Cn1c(SCC(=O)NC2CCCC2)nnc1C(F)(F)F | 1 | 1 | 1 | 7 | -1 | -0.6 | 10 | 0
Cc1[nH]n(-c2ccccc2)c(=O)c1C=Nc1ccc2[nH]c(=O)[nH]c2c1 | -2 | 9 | 14 | -10 | -12 | -0.6 | 19 | 33*

3 compounds from above, limited to SENP6 block, MPTP inh and SENP8 inh:
| Molecule | SENP6 block | MPTP inh | SENP8 inh |
| --- | --- | --- | --- |
| Cc1[nH]n(-c2ccccc2)c(=O)c1C=Nc1ccc2[nH]c(=O)[nH]c2c1 | -10 | -0.6 | 19 |
| Cc1cc(N2CCN(c3nc4ccccc4s3)CC2)n2ncnc2n1 | -7 | 82* | 10 |
| Cc1cc(C(=O)N/N=C/C(Cl)=C/c2ccccc2)c(C)o1 | 49 | 13 | 21 |

Back to the main list with the 2 entries that preceded the break.
SMILES | SENP7 inh | HKDC1 inhibitor | PfGluPho inh | SENP6 block | ATG4B inh | MPTP inh | SENP8 inh | GRIN3A LBD mod
Cc1cc(C(=O)N/N=C/C(Cl)=C/c2ccccc2)c(C)o1 | 53* | 4 | -8 | 49 | -3 | 13 | 21 | -3
COc1ccc(C2/C(=C(/O)c3ccc4c(c3)CC(C)O4)C(=O)C(=O)N2Cc2cccnc2)cc1 (stereo not drawn) | 4 | 1 | -27 | 9 | 2 | -0.9 | 6 | 2
Cc1ccc(S(=O)(=O)Oc2ccc(C3C4=C(CCCC4=O)OC4=C3C(=O)CCC4)cc2)cc1 | -6 | 1 | -5 | -9 | 22 | -1.3 | 19 | 0
Cc1cccc(C)c1NC(=O)CC(NCc1ccco1)C(=O)O (stereo not drawn) | 5 | 4 | -2 | -4 | -1 | 0.9 | 2 | 1
Cc1ccccc1OC(C)C(=O)NCc1cccnc1 (stereo not drawn) | 10 | -3 | -13 | 16 | 0 | -0.6 | 14 | 0
O=C(OCc1nnc(-c2ccccc2)o1)c1cccc(S(=O)(=O)N2CCOCC2)c1 | -1 | -4 | -3 | 1 | -5 | -1.5 | 4 | 2
Cn1cnc([N+](=O)[O-])c1SCCO | -7 | -3 | 8 | -17 | 2 | 2.4 | 6 | 5
O=C(Nc1cccc(S(=O)(=O)N2CCCCC2)c1)C1CC(=O)N(Cc2ccco2)C1 (stereo not drawn) | 2 | 3 | 4 | 1 | -10 | -1.2 | 23 | 0
COc1ccccc1CNC(=O)C1CCCCN1S(=O)(=O)c1ccccc1 (stereo not drawn) | 6 | -2 | -16 | -17 | 2 | 0.6 | 18 | 1
O=C(COc1cc(Cl)c(Cl)cc1Cl)Nc1ccncc1 | -5 | -5 | -3 | -3 | -5 | 76* | 21 | 545*
Cc1cccc(C(=O)Nc2ccc(N3CCN(c4ccc(C(F)(F)F)cn4)CC3)nc2)c1 | 3 | 3 | -4 | -7 | -6 | 2.3 | -57 | -2
COC(=O)CC1(C(=O)OC)Oc2ccc(Br)cc2C(=O)N1c1ccc(Br)cc1Cl (stereo not drawn) | 4 | 7 | 15 | -16 | 7 | 3.5 | 7 | 3
CNC(=S)Nc1ccc(OC)c(OC)c1 | 7 | 0 | -11 | -13 | -12 | -1.2 | 13 | 2
Cc1ccc(CN2CCN(CC(=O)NC(C)c3ccc4c(c3)OCCO4)C2=O)cc1 (stereo not drawn) | 0 | -7 | 2 | -17 | -5 | -0.8 | 9 | -1
O=C(COc1ccccc1)Nc1cccc2c1CCCC2 | -8 | -7 | -19 | 1 | -2 | -0.6 | 17 | -1
O=C(CCCc1nc(-c2ccccc2Cl)no1)NC1CCCC1 | 8 | -4 | -11 | 15 | -3 | -0.8 | 6 | 3
CCOC(=O)c1cc2c(ccc3ccccc32)oc1=O | -1 | 6 | 11 | -17 | -8 | 2.2 | -422 | -2
CN(C)CCCN(Cc1cc2cc3c(cc2[nH]c1=O)OCO3)C(=S)Nc1ccccc1 | 6 | -4 | 1 | 1 | -6 | -1.1 | -382 | 1
CCOc1ccc(-n2ccc(=O)c(C(=O)Nc3ccc(S(=O)(=O)Nc4ncccn4)cc3)n2)cc1 | 0 | -1 | 0 | 9 | 3 | 0.1 | -274 | 1
O=C(O)c1cccc(Cn2c(Cl)c(/C=N/NC(=O)c3ccco3)sc2=O)c1 | -2 | -1 | -25 | 3 | 12 | -0.2 | -87 | -2
C=CCn1c(SCC(=O)Nc2c(C)nn(Cc3ccccc3)c2C)nnc1C(O)c1ccccc1 (stereo not drawn) | -7 | -8 | -17 | -13 | 2 | 1.3 | 9 | 1
COc1cccc(C2c3[nH]c4ccccc4c3CCN2C(=O)Cn2cncn2)c1OC (stereo not drawn) | 1 | -9 | 13 | -26 | 21 | -1.0 | 0 | -1

GRIN3A LBD mod: entries above that show a hit.
canonical_smiles,SENP7 inh,HKDC1 inhibitor,PfGluPho inh,SENP6 block,ATG4B inh,MPTP inh,GRIN3A LBD mod
Cc1[nH]n(-c2ccccc2)c(=O)c1C=Nc1ccc2[nH]c(=O)[nH]c2c1,-2,9,14,-10,-12,-0.6,33*
O=C(COc1cc(Cl)c(Cl)cc1Cl)Nc1ccncc1,-5,-5,-3,-3,-5,76*,545*

New compounds follow.
SMILES | SENP7 inh | HKDC1 inhibitor | PfGluPho inh | SENP6 block | ATG4B inh | MPTP inh | SENP8 inh | GRIN3A LBD mod
CCOC(=O)C1=NNC(C(=O)c2ccc(Cl)cc2)C1c1ccccc1 (stereo not drawn) | 5 | -9 | -16 | -6 | -5 | -1.6 | 4 | -3
Cc1cc(Nc2c(C#N)c(N)nn2C)ccc1F | 5 | -10 | -2 | -3 | 2 | -0.1 | -11 | 1
Cn1ncc([N+](=O)[O-])c1C(=O)Nc1nc2ccccc2n1CCN1CCCCC1 | 5 | 1 | 4 | 9 | -9 | 0.7 | 14 | 1
O=C(Nc1nc(-c2ccc(Cl)cc2)cs1)C1CCCO1 (stereo not drawn) | -1 | -4 | 25 | 0 | -2 | 1.0 | 7 | -1
Cc1ccc(CNS(=O)(=O)c2ccc(C(C)(C)C)cc2)n1C | 5 | -3 | 7 | 14 | 86* | 1.4 | 12 | -20
Cc1nnc(NC(=O)c2sc3nc(-c4cccs4)cc(C(F)(F)F)c3c2N)s1 | -3 | 7 | -33 | -6 | 30 | 24 | -246 | -2
Cc1ccc(C)c(S(=O)(=O)Nc2ccc(C(=O)NCCCN3CCOCC3)cc2)c1 | -7 | -4 | -6 | -1 | -8 | -2.2 | 10 | 0
CN1C(=S)SC(/[N+]([O-])=C\c2ccc(Cl)cc2)C1(C)C (stereo not drawn) | 2 | -5 | 5 | -11 | -2 | -1.9 | 14 | 2
Cc1ccc(CN2C(=O)CCC2C(=O)NCc2ccccc2Cl)cc1 (stereo not drawn) | -2 | -2 | -13 | -27 | 4 | 1.5 | 14 | 0
COc1cc2c(cc1OC)-c1nnc(-c3cccs3)n1C1(CCCC1)C2 | -6 | -1 | 12 | 9 | -2 | -2.2 | -104 | 0
CCN1C(=O)[C@H]2[C@@H](c3ccc(C)cc3)N3C(=O)N(c4cccc(F)c4)C(=O)[C@@]3(Cc3ccc(Cl)cc3)[C@H]2C1=O | 6 | -1 | 17 | -4 | -11 | 3.8 | 2 | -4
Cc1ccc(-n2c(O)c(C=NCc3ccccn3)c3ccccc3c2=O)cc1C | 9 | -4 | 9 | 13 | 5 | -0.1 | 22 | -1
NCC[C@H](O)C(=O)N[C@@H]1C[C@H](N)[C@@H](O[C@H]2O[C@H](CN)[C@@H](O)[C@H](O)[C@H]2O)[C@H](O)[C@H]1O[C@H]1O[C@H](CO)[C@@H](O)[C@H](N)[C@H]1O | x | -7 | -14 | x | 1 | 1.4 | 11 | 0
C=CCn1c(SCC(=O)Nc2ccc(Cl)cn2)nnc1C1CC1 | -2 | -7 | 21 | -4 | -3 | -1.9 | 6 | -1
O=C(NC1CC1)C1=C[C@H](c2ccc3c(c2)OCO3)C[C@H](OCc2ccc(CO)cc2)O1 | 2 | -7 | 18 | -9 | -3 | -1.0 | 3 | 3
COc1ccc(OC)c(N)c1 | 7 | 17 | 62* | 8 | 12 | 0.7 | 34 | -5
O=C(CCc1nnc(C2(c3ccc(Cl)cc3)CCC2)o1)NCCCn1cccn1 | 0 | -4 | -1 | -11 | -1 | 2.0 | 17 | 0
COC(=O)c1cc2occc2n1CC(=O)N(C)C1CCCCC1 | 2 | 14 | -16 | 2 | 0 | -1.2 | -2 | 3
COc1ccc(C2C(C(=O)N3CC(C)CC(C)C3)c3ccccc3C(=O)N2C)cc1 (stereo not drawn) | 2 | -2 | -4 | 2 | -15 | 0.3 | 12 | 0
CC(NC(=O)c1ccco1)C(=O)N1CCCCC1 (stereo not drawn) | 0 | -4 | 9 | -11 | 6 | 4.4 | -5 | -2
COC(=O)c1ccccc1NC(=O)Cn1c(SC)c(F)cnc1=O | 10 | 3 | -5 | 9 | 7 | 2.9 | 3 | 1
Cc1ccc(OCc2cc(C(=O)NC(C)Cc3cnccn3)no2)cc1C (stereo not drawn) | 4 | -4 | -1 | 0 | -8 | -0.7 | -2 | 0
COc1ccc(-n2c(SCc3ccc([N+](=O)[O-])cc3)nnc2-c2ccc(C)cc2)cc1 | -11 | -4 | 24 | -11 | -7 | 1.4 | 10 | -3
COc1ccc(CCN=C(N)C(C)c2ccccc2)cc1OC (stereo not drawn) | 6 | -6 | -7 | 1 | -2 | 0.0 | 7 | 0
CCOc1ccccc1NC(=O)C1CC2CCCC(C1)C2=O (stereo not drawn) | 7 | 4 | -9 | 0 | 1 | -1.4 | 8 | -1
